DAX1 inh-1 = blocks DAX1 repression of SF-1 activated StAR promoter; 1.1% of 370,000 active; HEK293T StAR-luciferase reporter, SF-1/DAX-1 repression relief; AID 652010; inhibition, % at 6.8 µM;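 active means inhibition above the mean over all tested compounds plus 3 SD, cut at about 3.6% in these data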;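 further: 0% = DAX-1 cells with DMSO and 100% = cells lacking DAX-1 with DMSO; higher inhibition means more luminescence from relief of DAX-1 repression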
hgDAF-12 ag = agonists of H. glycines DAF-12 nuclear receptor. HEK293 GAL4-hgDAF12 UAS-luciferase reporter, agonist luminescence; normalized to butyrate control. activation, % at 6.8 µM. 1.8% of 370,000 active. AID 687014;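 active means activation above a cutoff set at the mean of all screened compounds plus 3 SD, cut at about 10% in these data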;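 further: 0% = DMSO wells and 100% = sodium butyrate wells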
PG9 Ab binder = small molecules binding HIV-1 gp120 antibody PG9. TR-FRET gp120-PG9 antibody binding. inhibition, % at 6.7 µM. 0.43% of 360,000 active. AID 624416; in the data active means inhibition above about 8.5%
PLC-beta3 inh = blocks human PLC-beta3 enzyme activity. Q01970. inhibition, % at 12.2 µM. 0.18% of 370,000 active. Purified PLC-beta3, fluorogenic substrate, fluorescence. AID 720704; in the data active means inhibition above about 11%;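 further: 0% = median of compound wells on plate and 100% = full blocker control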
Target sequence (Q01970 whole entry, looked up): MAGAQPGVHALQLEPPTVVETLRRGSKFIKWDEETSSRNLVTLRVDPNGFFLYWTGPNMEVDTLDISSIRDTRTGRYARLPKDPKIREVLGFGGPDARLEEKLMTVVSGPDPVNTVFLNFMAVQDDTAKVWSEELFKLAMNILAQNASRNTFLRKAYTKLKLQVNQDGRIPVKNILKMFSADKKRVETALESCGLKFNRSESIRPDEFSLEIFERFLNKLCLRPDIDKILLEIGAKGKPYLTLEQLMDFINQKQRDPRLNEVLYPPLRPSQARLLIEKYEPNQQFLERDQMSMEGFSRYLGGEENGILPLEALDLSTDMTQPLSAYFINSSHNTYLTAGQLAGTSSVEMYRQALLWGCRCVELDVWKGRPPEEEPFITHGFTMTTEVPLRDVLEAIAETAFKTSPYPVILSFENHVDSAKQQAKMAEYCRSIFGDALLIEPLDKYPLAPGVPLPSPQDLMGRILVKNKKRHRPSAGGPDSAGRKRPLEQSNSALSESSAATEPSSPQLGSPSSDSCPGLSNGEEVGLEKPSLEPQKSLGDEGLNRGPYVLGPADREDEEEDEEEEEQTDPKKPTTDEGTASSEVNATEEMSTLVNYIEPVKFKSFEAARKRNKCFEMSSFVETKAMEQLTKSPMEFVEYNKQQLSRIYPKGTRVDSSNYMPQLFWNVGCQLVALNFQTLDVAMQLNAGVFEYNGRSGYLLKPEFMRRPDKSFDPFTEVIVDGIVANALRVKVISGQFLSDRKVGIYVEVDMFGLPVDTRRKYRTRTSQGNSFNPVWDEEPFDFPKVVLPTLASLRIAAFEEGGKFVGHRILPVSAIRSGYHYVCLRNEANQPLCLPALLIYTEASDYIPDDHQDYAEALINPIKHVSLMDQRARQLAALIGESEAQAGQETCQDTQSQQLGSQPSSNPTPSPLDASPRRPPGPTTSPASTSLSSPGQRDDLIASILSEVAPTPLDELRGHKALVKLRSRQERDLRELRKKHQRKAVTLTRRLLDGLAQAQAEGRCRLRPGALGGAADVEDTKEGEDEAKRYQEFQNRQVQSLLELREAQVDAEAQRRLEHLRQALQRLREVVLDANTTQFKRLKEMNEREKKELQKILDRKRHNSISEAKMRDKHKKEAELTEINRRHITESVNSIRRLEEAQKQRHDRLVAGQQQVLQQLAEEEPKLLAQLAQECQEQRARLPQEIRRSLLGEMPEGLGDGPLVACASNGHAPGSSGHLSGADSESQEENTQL
HGIII-sPLA2 inh = Inhibits HGIII-sPLA2 liposome hydrolysis, primary screen; QFRET BODIPY PC-A2 liposome hydrolysis, fluorescence; 0.56% of 370,000 active; Q9NZ20; inhibition, % at 12.2 µM;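 active means inhibition above mean plus 3 SD of compounds lying within the high and low control bounds, cut at about 19% in these data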;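 further: 0% = median of test compound wells and 100% = no enzyme DMSO wells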
Rev-erbA mod = modulators of human Rev-erb alpha DNA binding; Rev-erbα–FITC-DNA binding, fluorescence polarization, 90 min; activity, % at 10 µM; 0.79% of 370,000 active; AID 1259318;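 active means activity above about 14%, limit read from the data; passing the limit was not always enough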;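 further: 0% = DMSO wells with 35 nM protein and 100% = DMSO wells with 750 nM protein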
SMARCA2 activ = increases SMARCA2 function in MMTV reporter cells. MG213 cells, MMTV-luciferase reporter, dexamethasone, overnight. activation, % at 9.1 µM. 1% of 370,000 active; in the data active means activation above about 7.8%;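 further: 0% = vehicle wells and 100% = reference activator wells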
ssDAF12 agonist = activators of S. stercoralis DAF-12 nuclear receptor | activation, % at 6.8 µM | 1% of 370,000 active | AID 652126 | HEK293 ssDAF-12/GRIP1 lit1-tk-luc reporter, luminescence; % of 3 µM dafachronic acid response;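 active means activation above the mean over all tested compounds plus 3 SD, cut at about 0.9% in these data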;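 further: 0% = DMSO-only wells and 100% = 3 µM delta7-dafachronic acid wells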
DAX1 inh-2 = NR0B1 (DAX1) inhibition. P51843. HEK293 Gal4-DAX1 luciferase reporter, luminescence. inhibition, % at 6.75 µM. 0.99% of 340,000 active. AID 504766;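 active means inhibition above the mean over all tested compounds plus 3 SD, cut at about 4.2% in these data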;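 further: 0% = DAX1-transfected cells with DMSO and 100% = empty-vector control cells with DMSO; inhibition shows as a rise in luminescence from relieved DAX1 repression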
FXN GAA850 act = increases GAA850 frataxin promoter reporter activity | HEK293 lucGAA850 FXN promoter luciferase reporter, 24 h; percent of 10 µM SAHA response | activation, % at 6 µM | 0.56% of 360,000 active | AID 540364;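 active means activation above the average of all compounds screened plus 3 SD, cutoff fixed separately per campaign, cut at about 7.5% in these data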;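 further: 0% = DMSO wells and 100% = 10 µM SAHA wells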
hcDAF-12 act = H. contortus DAF-12 activation, primary screen; HEK293 hcDAF-12 lit1-tk-luc reporter, luminescence; 0% DMSO, 100% Δ7-dafachronic acid; activation, % at 6.8 µM; 1.4% of 370,000 active; AID 652067;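 active means activation above the mean of all tested compounds plus 3 SD, cut at about 5.5% in these data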;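 further: 100% = response to 3 µM Δ7-dafachronic acid high control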
* = called active by the depositor; nt = not tested or not shown.

SMILES	DAX1 inh-1	hgDAF-12 ag	PG9 Ab binder	PLC-beta3 inh	HGIII-sPLA2 inh	Rev-erbA mod	SMARCA2 activ	ssDAF12 agonist	DAX1 inh-2	FXN GAA850 act	hcDAF-12 act
COCCN1C[C@@H](CO)O[C@@H](n2cnc3c(NC(C)C)ncnc32)C1	0.9	-0.8	0.0	-2	4	2	-1	-1.2	nt	-0.6	-0.5
CN(C)CCCn1c(=S)[nH]c2ccccc2c1=O	0.3	0.7	-1.2	2	6	-3	-3	-1.2	-0.7	2.3	-0.3
O=C(CN1CCN(CC(=O)Nc2ccccn2)CC1)Nc1ccccn1	0.3	0.5	0.7	-1	-2	6	-4	-0.9	-0.8	0.8	-1.6
O=C(NCCc1ccc(F)cc1)c1cccs1	0.4	7.3	-1.1	1	-5	-3	6	-0.3	0.1	2.8	0.8
O=C1NC[C@@H](CCCCN2C[C@H](Cc3ccc(O)cc3)N(CCC3CCCCC3)C(=O)C2=O)N(CC2CCCCC2)C1=O	3.5	1.7	-0.6	-1	-10	0	-5	-0.5	nt	nt	2.9
Nc1nc(-c2ccco2)c(-c2ccco2)s1	-0.5	1.8	-3.6	-33	1	-23	0	-1.8	-1.2	2.9	-0.8
O=C(CN(C(=O)Cn1nnc(-c2cccs2)n1)c1ccc2c(c1)OCCO2)NCC1CCCO1 (stereo not given)	-0.6	-1.2	-0.5	-2	-4	-9	-2	-0.8	-2.2	-2.6	-3.1
Cc1ccsc1C(C(=O)NC(C)(C)C)N(C(=O)c1csnn1)c1ccccc1 (stereo not given)	0.3	-5.7	0.9	3	0	4	-1	-1.2	1.3	3.3	1.1
O=C(O)c1cccc2c1-c1ccc(Cl)cc1C2=O	-0.5	0.6	1.0	-2	-8	1	-1	-1.2	-0.5	-0.7	0.8
O=C(O)c1ccc2nnn(O)c2c1	-0.7	-0.9	1.1	-10	-3	-1	-2	-1.5	3.0	1.1	0.5
O=c1[nH]n2c(=O)c3c([nH]c2c1N=Nc1ccccc1)CCC3	0.5	1.8	-7.5	5	6	-13	-4	-1.0	-0.5	1.4	0.2
CC(C)(C)c1ccc(S(=O)(=O)C(C)(C)C)cc1	-0.5	-2.9	0.5	3	3	4	-2	-1.6	1.1	0.7	-1.0
O=S(=O)(c1ccc(NC(=S)N2CCCCC2)cc1)N1CCCCC1	-2.2	-2.3	-2.2	3	4	4	-6	-1.2	-1.1	0.8	-0.3
CCOC(=O)N1CCC(NC(=O)c2ccc3c(c2)N=C(CC)c2cc(C)ccc2S3)CC1	-1.5	-1.9	-1.7	-5	-9	-6	-6	-1.6	-1.8	-5.3	-3.4
CCN(C(=O)C(C)Sc1ccc(S(=O)(=O)N2CCN(C)CC2)cn1)c1ccccc1 (stereo not given)	-1.6	0.9	-0.3	-4	0	9	-1	-1.1	-0.2	-0.1	-0.2
CCOc1ccccc1NC(=O)CSc1nc2ccccc2c(=O)n1CC1CCCO1 (stereo not given)	-0.1	0.8	0.4	-11	7	-2	1	-1.0	-1.3	-2.5	-0.6
CCCCNC(=O)C1CC(c2cccc(F)c2)=NO1 (stereo not given)	1.3	6.5	-0.2	4	4	-6	6	-0.8	3.6	2.7	3.0
COCOCCn1cc(CN2CCS(=O)(=O)N(Cc3ccc(-c4ccccc4)cc3)C(C(C)C)C2=O)nn1 (stereo not given)	-0.2	-1.4	0.2	0	-22	-4	0	-1.1	-0.2	0.1	-1.1
Cn1cccc1C(=O)OCC(=O)N1CCc2ccccc21	2.9	9.7	3.2	3	0	-1	3	0.0	0.7	4.8	3.4
COCCN(C(=O)COC(=O)c1ccc2[nH]c(C)c(C)c2c1)c1c(N)n(Cc2ccccc2)c(=O)[nH]c1=O	-0.1	-1.2	-0.6	-26	-28	0	-3	-0.5	0.3	-2.6	-0.3
C/C=C/c1cnc2c(c1)C(=O)N([C@H](C)CO)C[C@@H](C)[C@@H](CN(C)C(=O)NC1CCCC1)O2	-0.3	-0.1	-1.2	-8	6	1	0	-1.2	-0.1	1.4	-1.1
C/C(=N\Nc1cc(N2CCOCC2)nc(C)n1)c1ccc(F)cc1	-0.4	-1.8	-1.5	-11	10	-7	-4	-1.0	-1.4	0.5	-1.5
O=S(=O)(c1ccc(Cl)c(S(=O)(=O)N2CCCC2)c1)N1CCCC1	0.1	-0.6	-0.7	-6	-9	4	0	-1.4	0.4	-2.2	-0.7
CC1CCN(c2ccc3nnc(CCC(=O)N4CCN(c5ccccc5F)CC4)n3n2)CC1	0.8	-1.8	-0.3	-20	-11	3	-1	-1.1	-0.4	0.0	-1.5
COc1ccc(-c2nn(-c3ccccc3)cc2C(=O)OCC(=O)c2ccc(C)c([N+](=O)[O-])c2)cc1	0.2	1.4	-0.5	3	-6	8	-1	-1.2	0.5	2.8	-1.1
Cc1ccc(OCC(=O)N2CCc3ccccc3C2)cc1	-0.3	2.2	0.7	-9	-2	0	0	-1.2	0.4	1.9	-0.8
CC1CCCN(C(=O)C(=O)Nc2ccc3nc4n(c(=O)c3c2)CCCCC4)C1 (stereo not given)	0.0	4.5	-1.4	3	-2	-9	-2	-1.4	0.2	-1.7	-0.7
COc1cc(OC)cc(C(=O)NCC(=O)NCCN2C(=O)S/C(=C\c3ccc4c(c3)OCO4)C2=O)c1	0.3	-2.1	-2.0	-14	-5	-1	-1	-1.0	0.0	0.8	0.6
COc1cc(NC(=O)COC(=O)C2CC(O)CN2S(=O)(=O)c2ccc(Cl)cc2)c(C)cc1[N+](=O)[O-] (stereo not given)	-0.1	0.6	0.3	0	-15	-1	2	-1.1	0.8	2.1	-1.3
CN(C)c1nc(C(=O)NN)nc(N(C)C)n1	0.3	4.3	-0.4	0	4	5	-1	-1.6	0.6	2.6	-1.0
COc1cccc2cc(S(=O)(=O)c3ccc(C)cc3)/c(=N/NS(=O)(=O)c3ccc(C)cc3)oc12	1.0	-1.8	-1.4	-3	-5	-4	3	-1.0	0.5	1.2	0.4
CCN1C[C@@H]2[C@@H]3C(=O)N(C)C(=O)[C@@H]3[C@](C)(C1=O)N2C(=O)c1ccc(Br)cc1	0.0	2.2	0.5	3	7	0	0	-0.7	-0.1	0.2	-1.0
COc1cc(OC)cc(C(=O)Nc2ccc(NC(=O)c3ccco3)c(C)c2)c1	0.1	4.3	-2.5	5	-1	-3	0	-1.1	0.0	2.4	-1.0
CCCCC(=O)Nc1ccc(C(=O)NNC(=O)c2cccs2)cc1	-0.1	-0.8	-0.8	1	-3	-6	-2	-1.1	3.7	-0.3	-2.1
O=C(CN(C(=O)CNC(=O)c1ccco1)c1cccc(F)c1)NC1CCCCC1	0.0	-1.9	-0.1	-7	0	-6	-2	-1.0	1.4	0.0	-0.5
Cc1ccccc1CC(=O)N1CCCc2ccccc21	-0.3	-1.2	0.3	-13	-6	-2	0	-0.4	-0.1	-1.2	1.6
COC(=O)C1=C(C)OC(N)=C(C#N)C1c1cc(OC)c(OCC(N)=O)cc1Cl (stereo not given)	0.5	0.3	1.6	-19	2	-4	0	-0.6	1.1	1.1	0.3
COc1cc(=O)n(C)c2ccccc12	-0.1	-0.4	-3.6	3	2	4	6	-0.7	3.6	2.6	1.1
CCOC(=O)C(Cc1ccc(NC(C)=O)cc1)N1C(=O)c2ccccc2C1=O (stereo not given)	-1.2	-3.8	3.7	-4	0	2	-4	-1.0	-0.6	2.1	-0.7
Cc1cccn2c(=O)c3cc(C#N)c(=O)n(CCCN4CCOCC4)c3nc12	0.0	2.1	0.0	-498	-1	3	1	-0.9	1.4	2.2	0.9
Cc1ccc(S(=O)(=O)c2ccsc2NC(=O)c2ccccc2)cc1	-0.1	2.1	-1.1	-1	2	10	3	0.0	2.0	0.1	-0.4
Cc1nnc2ccc(-c3cccc(NC(=O)c4ccc(Br)o4)c3)nn12	-0.4	-2.7	0.3	-12	1	1	-2	-1.8	2.4	-2.4	-2.3
COc1ccc(C(=O)c2ccc(OC)c(OC)c2)cc1	-0.5	0.1	-0.7	-5	1	4	0	-1.2	-0.8	0.8	-1.7
COc1ccc(/C=C(\C#N)C(=O)OCCNC(=O)c2ccncc2)cc1	-0.1	1.5	-0.1	-1	0	5	0	-0.3	-1.7	2.5	-0.5
Cc1ccc(C(C)C)cc1S(=O)(=O)Nc1cccnc1	-0.2	-0.1	1.5	-1	0	-3	-4	-0.8	-0.8	1.3	0.8
CCN(CC)CCNC(=O)c1ccc(NC2=NC3CS(=O)(=O)CC3S2)cc1 (stereo not given)	1.3	2.7	-1.9	3	2	1	5	0.5	0.2	-1.4	3.7
CC(C)(C)c1ccc(-c2nc(-c3ccncc3)no2)cc1	3.7*	6.4	-1.0	2	0	-1	-2	0.5	2.4	1.2	1.9
CCN(CC)S(=O)(=O)c1ccc(NS(=O)(=O)c2cccc(C)c2)cc1	-0.3	0.1	-0.2	6	-24	2	3	-0.9	0.8	1.1	-0.5
CCCCN(C(=O)CN1C(=O)C2CCCCC2C1=O)c1c(N)n(Cc2ccccc2)c(=O)[nH]c1=O (stereo not given)	0.6	-1.3	0.6	-5	-4	-3	-1	-0.7	1.7	0.7	0.1
O=C(CN1CCN(C/C=C/c2ccccc2)CC1)Nc1ccc(F)cc1F	-0.5	-0.1	-0.9	-2	-7	3	-4	-1.8	-0.2	1.0	-1.3
COC(=O)c1ccc(CN2C(=O)C3CCCCC3C2=O)o1 (stereo not given)	0.0	-1.9	1.9	-4	7	5	-5	-1.5	0.8	0.6	-1.1
Cc1ccc(NC(=O)CN(C)CC(=O)NC2CCCc3ccccc32)cc1 (stereo not given)	-0.2	-3.2	3.4	0	3	0	-5	-1.5	0.4	2.4	0.2
O=C(COc1ccccc1C(=O)O)Nc1ccc(SC(F)F)cc1	0.2	-1.5	-1.0	0	1	-4	2	-1.2	0.8	0.1	-0.6
CC1CN(CCCCOc2ccc(Cl)c3ccccc23)CC(C)O1 (stereo not given)	0.2	-0.5	0.8	-3	-9	-2	-3	-2.0	-0.4	1.0	-0.5
CCC/C(C(=O)NCCO)=C1/c2ccccc2C(=O)N1c1ccccc1	0.1	1.3	-0.2	-2	2	3	0	-0.4	0.2	0.8	4.2
COCCN(C(=O)c1ccco1)c1nc(-c2ccc(OC)cc2)cs1	1.4	5.0	0.6	-1	10	-1	-1	-1.2	1.6	2.4	0.2

2 entries from above, set out differently:
Every second line gives: DAX1 inh-1 | hgDAF-12 ag | PG9 Ab binder | PLC-beta3 inh | HGIII-sPLA2 inh | Rev-erbA mod | SMARCA2 activ | ssDAF12 agonist | DAX1 inh-2 | FXN GAA850 act | hcDAF-12 act
- Cc1ccc(NC(=O)CN(C)CC(=O)NC2CCCc3ccccc32)cc1 (stereo not given)
    -0.2 | -3.2 | 3.4 | 0 | 3 | 0 | -5 | -1.5 | 0.4 | 2.4 | 0.2
- O=C(COc1ccccc1C(=O)O)Nc1ccc(SC(F)F)cc1
    0.2 | -1.5 | -1.0 | 0 | 1 | -4 | 2 | -1.2 | 0.8 | 0.1 | -0.6

Screening results deposited in PubChem by several laboratories.
